IL-2 act – activators of IL-2. IL-2 activation reporter assay, cell-based qHTS; stimulated with anti-CD3/CD4/CD28 beads; in transgenic mouse T cells. activation, % (series mostly up to about 46 µM). actives 0.065% (n = 360,000). AID 652025; in the data active = activation above about 50%; inconclusive = mostly about 30% to 49%; also: 0% is about no effect
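Unstimulated transgenic mouse T cells preincubated 60 min with compound, then stimulated with anti-CD3/anti-CD4-coated beads plus anti-CD28 for 18 h at 37 degrees C. IL-2 response read as EGFP and DsRed fluorescence by plate cytometry.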
TGFb SMAD3 inh – inhibitors of TGF-b signaling. AID 588855. HepG2 CAGA-GFP TGF-b/SMAD3 reporter, GFP fluorescence, 18 h; TGF-beta stimulated, 500 pg/mL final. Potency, µM (titrated, usually from 46.1 µM), for the others: at the highest dose activity, negative = inhibition, usual class: inhibitors. actives 1.2% (n = 410,000); also: potency is read from the fitted curve at half-maximal effect; % is scaled to controls: 0 for no effect and ±100 for the full control effect; nearly all actives have a fitted effect of over 65% in size
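TGF-beta reporter screen: HEPG2 CAGA-GFP, 1% FBS, 500 pg/mL TGF-beta final, 18 h; per-cell GFP summed per well; curves fitted and categorized by class.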
EPAC2 agonist – activates human EPAC2 exchange factor. AID 720711. EPAC2 activation, biochemical qHTS; response scale: 100% = 6.5 mM cAMP response. Potency, µM (titrated, usually from 154 µM), inactives show at the highest dose activation, most hits filed as activators. Q8WZA2. actives 0.079% (n = 360,000); also: potency is read from the fitted curve at half-maximal effect; nearly all actives have a fitted effect of over 50% in size
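Each well held 100 nM EPAC2, 250 nM RAP1B-BODIPY-GDP and 50 uM GDP. Fluorescence, read at 5-min intervals to 30 min, was referenced to a 6.5 mM cAMP positive control.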
A549 viability – kills or reduces viability of A549 cells in Nrf2 counter-screen | actives 0.16% (n = 390,000) | Potency, µM (highest dose often 46 µM), for inactives: top-dose activity change, negative = cytotoxicity, usual class: inhibitors | A549 ARE-Fluc cells, CellTiter-Fluor viability, 18-24 h | AID 504648; also: potency is read from the fitted curve at half-maximal effect; % is scaled to controls: 0 for no effect and ±100 for the full control effect
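A549 ARE_Fluc cells in 5% FBS OPTI-MEM were exposed to compounds in concentration-response for 18-24 h at 37 deg C. Viability was read by CellTiter-Fluor fluorescence (Ex 405/Em 525) after 30 min, before the luciferase read.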
Nrf2 block – inhibitors of Nrf2 signaling; actives 2.1% (n = 360,000); Potency, µM (top dose mostly 46 µM), for inactives: top-dose activity change, negative = inhibition, hits mostly inhibitors; A549 ARE-Fluc reporter, luciferase luminescence, 18-24 h; also: potency is read from the fitted curve at half-maximal effect; % is scaled to controls: 0 for no effect and ±100 for the full control effect; nearly all actives have a fitted effect of over 60% in size
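A549 ARE_Fluc cells, 5000/well, 5% FBS OPTI-MEM; compounds in dose-response, 18-24 h at 37 °C/5% CO2; CellTiter-Fluor viability read (Ex 405/Em 525), then BugLite luciferase luminescence = Nrf2 activity.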
Nrf2 ARE act – activators of Nrf2 (ARE) signaling; AREc32 ARE-luciferase reporter (MCF7-derived line), luminescence, 24 h; Potency, µM (titrated, usually from 46.1 µM), inactives show top-dose activation, hits mostly activators; actives 0.31% (n = 410,000); AID 624171; also: potency is read from the fitted curve at half-maximal effect; % of control where 0% means no effect; nearly all actives have a fitted effect of over 65% in size
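Each well held 1000 AREc32 cells, which were incubated with compound for 24 hr at 37 deg C after overnight attachment, and ARE reporter activity was quantified by firefly luciferase luminescence.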
ATXN2 expr inh – reduces ATXN2 reporter expression in HEK-293 cells; HEK-293 ATXN2-luciferase reporter, luminescence, 24 h; Potency, µM (highest dose often 57 µM), for the others: top-dose activity change, negative = inhibition, most hits filed as inhibitors; actives 0.72% (n = 360,000); also: potency is read from the fitted curve at half-maximal effect; % is scaled to controls: 0 for no effect and ±100 for the full control effect; nearly all actives have a fitted effect of over 55% in size
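qHTS (up to 57 uM final) was run with 24 h compound exposure of reporter cells at 37 °C. Each well was multiplexed: SteadyGlo luminescence measured ATXN2-luciferase expression after a fluorogenic Gly-Phe-AFC viability readout (25 uM final).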
HepG2 tox – HepG2 cytotoxicity, counter-screen for TGF-b inhibitors; HepG2 CAGA-GFP viability, ATP luminescence, 18 h; Potency, µM (titrated, usually from 46.1 µM), without a hit: top-dose activity change, negative = cytotoxicity, most hits filed as cytotoxic; actives 0.76% (n = 410,000); also: potency is read from the fitted curve at half-maximal effect; some results filed as inactive show a strong effect at the top dose
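CellTiter-Glo luminescence gave cytotoxicity after 18 hours at 37 degrees C. The cells were HepG2 CAGA-GFP in 1% FBS DMEM, stimulated with 500 pg/mL TGF-beta after compound addition. %Activity was normalised to no-cell wells (complete cell-killing) and DMSO (no toxicity), and curves were fitted and classified.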
ATXN viability – viability counter-screen for ATXN expression inhibitors | S2 cells (HEK-293 line with an ATXN2-luciferase reporter) viability, CellTiter-Fluor protease fluorescence, 24 h | Potency, µM (doses to about 56.7 µM), usual class: cytotoxic | actives 0.49% (n = 400,000); also: potency is read from the fitted curve at half-maximal effect; nearly all actives have a fitted effect of over 40% in size
Numbers without * were called inactive; i = inactive; ? = inconclusive; . = no result given; & = joins results of further samples; [ ] = remark or other dose. Unless noted, calls follow the shape of the dose curve; as a rule, active = well fitted curve in the direction sought with a large enough effect; inconclusive = small, poorly fitted or top-dose-only effect, or another doubt; inactive = no such curve, though single readings can be large; an effect the other way counts as inactive or inconclusive.

SMILES	IL-2 act	TGFb SMAD3 inh	EPAC2 agonist	A549 viability	Nrf2 block	Nrf2 ARE act	ATXN2 expr inh	HepG2 tox	ATXN viability
Cc1cc(C)cc(N2CC34C=CC(O3)C(C(=O)OCC(=O)NCc3ccco3)C4C2=O)c1 (centres undefined)	-2.8	0%	-2%	-5%	-4%	-0.4%	7%	-8%	i
COC(=O)[C@@]12CCCCN1[C@H](c1ccc(-c3cc(C(C)=O)cs3)cc1)[C@H]1C(=O)N(C)C(=O)[C@H]12	-4.0	1%	4%	?	?	-0.1%	0%	-13%	i
COc1ccc(-c2nnc(SCC(=O)Nc3ccc(C)c(Cl)c3)nc2-c2ccc(OC)c(OC)c2)cc1OC	.	?	.	-14%	.	4.8%	.	-3%	.
CC(Cc1c[nH]c2ccccc12)NC(N)=O (centres undefined)	-2.2	-17%	8%	1%	4%	-0.2%	-15%	-7%	i
Nc1cnn(Cc2ccccc2F)c1	-1.4	?	12%	-1%	-12%	23%	.	-42%	?
CCc1ccccc1NC(=O)Nc1ccon1	-3.9	-15%	15%	7%	-9%	-0.7%	-24%	-15%	i
CC(C)=C1C2CCC1C1C(=O)N(c3nc(-c4ccc(F)cc4)c(C)s3)C(=O)C21 (centres undefined)	-2.6	-4%	4%	?	?	0.7%	-2%	-15%	i
CCn1c(=S)ccc2ccc(OC)cc21	-0.1	0%	1%	-8%	10%	7.6%	8%	-6%	?
CC(NC(=O)c1cccc(Cn2cc([N+](=O)[O-])cn2)c1)c1ccc(C(C)(C)C)cc1 (centres undefined)	-0.2	3%	-22%	-3%	-23%	-0.1%	-7%	-26%	i
CC(C)CN(C)C(=O)CCc1nnc(Cc2ccc(-c3ccccc3)cc2)o1	-3.2	?	4%	3%	?	7.0%	.	-36%	i
Cc1cc(C(=O)CSc2nnc(-c3cccs3)o2)c(C)n1-c1ccccc1	-3.6	?	10%	-3%	21µM*	-0.5%	?	1%	i
O=C(Cn1cnc2c(cnn2-c2ccc(Cl)cc2)c1=O)NCCc1ccccc1	-0.1	-5%	2%	8%	24%	-0.2%	3%	2%	i
Cc1cc(C)c2c(=O)[nH]c(SCC(=O)Nc3cccc(S(=O)(=O)N(C)C)c3)nc2n1	-0.4	-16%	-1%	-2%	?	1.9%	3%	-4%	i
Oc1ccc(C[C@H]2CNCCN2CCC23CC4CC(CC(C4)C2)C3)cc1	-0.5	?	20%	5%	8%	-1.1%	?	-92%	?
CCOC(=O)[C@]12CCCC=C1N(Cc1ccc(Cl)cc1Cl)C(=O)[C@H](CC(=O)NCC13CC4CC(CC(C4)C1)C3)C2	3.3	.	8%	.	.	4.4%	-3%	.	i
CS(=O)(=O)N1CCC(n2c(C(F)(F)F)nc3cccnc32)CC1	.	-2%	.	8%	?	-0.4%	10%	0%	i
COc1ccc(OC)c(S(=O)(=O)N2CCC3(CC2)CC(=O)c2ccccc2O3)c1	-0.2	1%	2%	4%	23%	0.2%	0%	-10%	i
COCCn1c(SCC(=O)Nc2ccccc2F)nc2c([nH]c3ccccc32)c1=O	1.1	7%	-5%	-18%	-26%	4.2%	3%	0%	?
O=C(NCc1ccccc1)c1c2c(nc3ccccc13)C(=O)N(C1CCCCC1)C2	.	5%	.	-7%	0%	-0.1%	.	8%	.
CC(Oc1cc2oc(=O)c3c(c2cc1Cl)CCCC3)C(=O)NCc1ccncc1 (centres undefined)	2.0	4%	7%	2%	-1%	0.3%	.	-8%	i
CCOC(=O)Cn1cc(C#N)c(=O)[nH]c1=O	-0.1	10%	1%	-7%	?	-0.6%	-18%	9%	i
CC(C)C(NS(=O)(=O)c1ccc2c(c1)Cc1cc(S(=O)(=O)NC(C(=O)O)C(C)C)ccc1-2)C(=O)O (centres undefined)	1.7	14%	3%	-3%	3%	-0.2%	0%	7%	i
CCCCOc1ccc(C(C)NC(=O)C2CCCN(S(=O)(=O)CCC)C2)cc1 (centres undefined)	1.9	-25%	-11%	1%	-5%	0.2%	-8%	-9%	i
CC1CCCCC1NC(=O)CCCN1C(=O)c2ccccc2C1=O (centres undefined)	0.4	-7%	-10%	10%	?	0.4%	1%	5%	i

Gathered by group: the compounds so far with a thiophene ring, fused or not.
SMILES	IL-2 act	TGFb SMAD3 inh	EPAC2 agonist	A549 viability	Nrf2 block	Nrf2 ARE act	ATXN2 expr inh	HepG2 tox	ATXN viability
COC(=O)[C@@]12CCCCN1[C@H](c1ccc(-c3cc(C(C)=O)cs3)cc1)[C@H]1C(=O)N(C)C(=O)[C@H]12	-4.0	1%	4%	?	?	-0.1%	0%	-13%	i
Cc1cc(C(=O)CSc2nnc(-c3cccs3)o2)c(C)n1-c1ccccc1	-3.6	?	10%	-3%	21µM*	-0.5%	?	1%	i

The list continues:
SMILES	IL-2 act	TGFb SMAD3 inh	EPAC2 agonist	A549 viability	Nrf2 block	Nrf2 ARE act	ATXN2 expr inh	HepG2 tox	ATXN viability
O=C(Nn1c(Cc2cccs2)nc2ccccc2c1=O)c1ccc(F)c(F)c1	-1.3	-6%	3%	6%	?	-0.4%	-6%	-14%	i
O=C(N/N=C/c1c(F)cccc1Cl)c1ccc(Cn2cc(Br)cn2)o1	-0.1	-16%	12%	10%	6%	0.4%	5%	-19%	i
COCc1ccc(-c2c(-c3ccsc3)sc3ccccc23)cc1	1.0	-1%	12%	2%	1%	14%	1%	-20%	i
O=C(Oc1ccccc1)c1cccc2cccnc12	-2.3	?	9%	0%	7%	22%	-20%	-99%	i
O=C(NCCc1ccccc1)[C@@H]1CC=C[C@@H]2CCN(C3CCCCC3)C(=O)[C@@H]21	-0.1	-28%&-3%	19%	-2%	-14%	0.0%	-3%	2%&11%	i
CC(C)N1CCC2(CC1)Oc1ccc(Br)cc1C1CC(c3cccnc3)=NN12 (centres undefined)	1.4	?	5%	14%	-13%	16%	-23%	3%	i
O=C(O)CNC(=O)C1COc2ccccc2O1 (centres undefined)	2.6	8%	5%	-4%	.	-0.2%	7%	13%	i
O=C(Nc1nnc(CC(=O)N2CCOCC2)s1)C1COc2ccccc2O1 (centres undefined)	0.0	-3%	0%	3%	-3%	-0.5%	1%	-32%	i
Cc1ccc(C(C(=O)NC2CCCCC2)N(CC2CCCO2)C(=O)CNC(=O)c2ccco2)cc1 (centres undefined)	0.2	0%	4%	-7%	-11%	0.1%	7%	-33%	i
Cc1ccc(NC(=O)c2c(C)oc3ncnc(N4CCCCC4)c23)c(C)c1	.	?	.	-3%	?	0.3%	.	-24%	.
CCn1c(=O)c(C(=O)NCCc2ccc(OC)c(OC)c2)c(O)c2ccccc21	0.2	?	13%	0%	?	0.3%	.	-10%	i
Cc1ccccc1/C=N/NC(=O)c1sccc1C	-1.3	4%	9%	-1%	?	4.3%	52%[activator]	-38%	i

The final 3 compounds of the section above are carried over, then new ones follow.
SMILES	IL-2 act	TGFb SMAD3 inh	EPAC2 agonist	A549 viability	Nrf2 block	Nrf2 ARE act	ATXN2 expr inh	HepG2 tox	ATXN viability
Cc1ccc(NC(=O)c2c(C)oc3ncnc(N4CCCCC4)c23)c(C)c1	.	?	.	-3%	?	0.3%	.	-24%	.
CCn1c(=O)c(C(=O)NCCc2ccc(OC)c(OC)c2)c(O)c2ccccc21	0.2	?	13%	0%	?	0.3%	.	-10%	i
Cc1ccccc1/C=N/NC(=O)c1sccc1C	-1.3	4%	9%	-1%	?	4.3%	52%[activator]	-38%	i
Cc1nn(-c2ccccc2)c2c1c(C)c(CCC(=O)NCC1CCCO1)c(=O)n2C (centres undefined)	-2.6	4%	-12%	-4%	?	-0.9%	11%	7%	i
Cc1cccc(C)c1OCC(=O)Nc1cccc(C(=O)O)c1	-0.6	4%	-1%	-6%	?	-1.9%	-9%	6%	i
CC1CCCCC1NC(=O)COn1nnc2ccc(Cl)cc21 (centres undefined)	0.0	-26%	-1%	11%	9%	1.7%	-6%	0%	i
CS(=O)(=O)N1CCN(c2ccccc2NC(=O)c2cccc3ccccc23)CC1	-3.8	-16%	4%	2%	-11%	-0.2%	-3%	-6%	?
Cc1cccc(NC(=O)c2ccc(-c3ccccc3)s2)c1	.	-11%	.	-1%	?	4.1%	.	-28%	.
CC(C)Cc1ccc(S(=O)(=O)Nc2cc3c(cc2N2CCOCC2)n(C)c(=O)c(=O)n3C)cc1	.	-20%	.	-9%	?	12%	1%	-29%	i
NC(=O)COC(=O)Cc1coc2cc3c(cc12)CCC3	1.8	37%[activator]	1%	-1%	1%	0.1%	-29%	4%	i
CCOc1cc(CN2CCN(C(=O)c3cccc4ccccc34)CC2)ccc1OC	-0.4	?	3%	0%	-11%	1.2%	.	-16%	i
COC(=O)c1ccc(NC(=O)c2cccc(C)c2)cc1	-0.5	3%	15%	-4%	2%	3.2%	33%	3%	.
c1ccc(-n2nnnc2NCCc2c[nH]c3ccccc23)cc1	-2.2	0%	1%	4%	?	-0.5%	4%	-26%	i
COC(=O)Nc1sc2c(c1C(=O)NC1CC1)CCCCCC2	-2.4	3%	4%	-9%	7%	0.5%	-8%	-5%	i
CS(=O)(=O)c1ccc(NS(=O)(=O)c2ccc(Cl)c(C(=O)NCc3ccco3)c2)cc1	-0.9	-15%	6%	0%	-15%	-0.6%	.	-28%	i
